GLS inh: inhibitors of human glutaminase (GLS); GLS enzymatic activity, qHTS titration; Potency, µM (series often up to 45.5 µM), for inactives: at the highest dose activity change, negative = inhibition, hits mostly inhibitors; 0.21% of 410,000 active; further: potency means the concentration at half of the fitted maximal effect; on the % scale 0 is the no-effect control and ±100 the full control effect
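Human kidney-isoform GLS in 45 mM KH2PO4 pH 8.2, 0.02% Tween-20, with compound, started with 1mM L-Glutamine (added stock). Glutamate oxidase/HRP/Amplex red coupled fluorescence read at start and after 30 min at RT.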
RGS4 inhibitor: inhibitors of human regulator of G protein signaling 4. P49798. Transcreener GDP fluorescence polarization, RGS4-accelerated GTP hydrolysis. AID 504845. 0.039% of 390,000 active. Potency, µM (titrated, usually from 114 µM), inactives show at the top dose activity change, negative = inhibition, actives largely listed as inhibitors; further: potency means the concentration at half of the fitted maximal effect; on the % scale 0 is the no-effect control and ±100 the full control effect; nearly all actives have a fitted effect of over 75% in size; some results filed as inactive show a strong effect at the top dose
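MLSMR compounds (23 nl, pin-transferred) preincubated 10 min at room temperature with a 500nM (2x) first reagent, then RGS4 at 900nM (2x) plus Transcreener GDP mix added; fluorescence polarization (620/688 nm) read before and after 90 min at 30 °C.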
G9a block: G9a (human) methyltransferase inhibition. Potency, µM (series often up to 102 µM), for the others: top-dose activity, negative = inhibition, actives largely listed as inhibitors. AID 504332. 8.8% of 350,000 active. G9a H3K9 monomethylation, AlphaScreen, 2 h. Q96KQ7; further: potency means the concentration at half of the fitted maximal effect; on the % scale 0 is the no-effect control and ±100 the full control effect; nearly all actives have a fitted effect of over 75% in size
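AlphaScreen read-out: biotin-H3K9 peptide (500 nM) methylation by 20 nM enzyme with 20 uM SAM, 2 h at room temperature after 15 min compound preincubation; anti-monomethyl H3K9 antibody plus donor/acceptor beads, 10 min dark.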
JMJD2A Tudor inh: blocks the human JMJD2A Tudor domain; O75164; AlphaScreen JMJD2A-Tudor / H3K4me3 peptide binding; Potency, µM (titrated, usually from 114 µM), for the others: at the top dose activity change, negative = inhibition, actives largely listed as inhibitors; 4.4% of 390,000 active; AID 504339; further: potency means the concentration at half of the fitted maximal effect; on the % scale 0 is the no-effect control and ±100 the full control effect; nearly all actives have a fitted effect of over 50% in size
Target sequence (O75164 whole entry, looked up, the tested form may be a part): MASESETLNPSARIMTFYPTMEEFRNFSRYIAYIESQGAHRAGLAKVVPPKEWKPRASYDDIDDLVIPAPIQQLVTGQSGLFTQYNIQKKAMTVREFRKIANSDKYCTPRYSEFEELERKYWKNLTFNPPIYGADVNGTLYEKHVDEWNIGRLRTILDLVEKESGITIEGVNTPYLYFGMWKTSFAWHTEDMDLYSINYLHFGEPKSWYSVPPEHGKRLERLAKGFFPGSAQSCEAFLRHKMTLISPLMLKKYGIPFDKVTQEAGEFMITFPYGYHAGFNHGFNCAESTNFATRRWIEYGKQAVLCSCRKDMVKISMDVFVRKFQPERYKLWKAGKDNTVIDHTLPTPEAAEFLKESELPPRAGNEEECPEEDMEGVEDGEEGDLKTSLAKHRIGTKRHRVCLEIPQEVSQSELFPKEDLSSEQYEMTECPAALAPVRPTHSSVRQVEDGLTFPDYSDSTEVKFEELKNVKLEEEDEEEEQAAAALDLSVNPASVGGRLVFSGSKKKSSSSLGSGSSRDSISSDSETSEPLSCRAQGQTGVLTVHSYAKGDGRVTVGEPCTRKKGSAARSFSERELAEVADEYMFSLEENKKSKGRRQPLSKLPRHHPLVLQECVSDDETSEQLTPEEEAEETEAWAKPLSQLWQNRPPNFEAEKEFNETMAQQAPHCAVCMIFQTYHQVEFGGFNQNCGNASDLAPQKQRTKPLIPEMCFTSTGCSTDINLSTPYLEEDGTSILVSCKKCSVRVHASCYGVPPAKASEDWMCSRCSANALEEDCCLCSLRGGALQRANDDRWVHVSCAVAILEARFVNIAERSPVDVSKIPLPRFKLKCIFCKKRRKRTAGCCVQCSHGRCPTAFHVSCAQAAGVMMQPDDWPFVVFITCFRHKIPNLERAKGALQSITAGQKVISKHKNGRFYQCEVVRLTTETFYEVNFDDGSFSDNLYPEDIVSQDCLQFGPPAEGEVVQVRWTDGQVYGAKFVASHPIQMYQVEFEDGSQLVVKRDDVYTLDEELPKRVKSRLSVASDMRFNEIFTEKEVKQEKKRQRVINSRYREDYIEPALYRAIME
HP1b chromo inh: HP1-beta chromodomain-methylated histone interaction inhibition | P83916 | AlphaScreen HP1-beta / biotin-H3K9me3 peptide binding | Potency, µM (series often up to 114 µM), without a hit: at the highest dose activity change, negative = inhibition, actives largely listed as inhibitors | 0.56% of 390,000 active | AID 540317; further: potency means the concentration at half of the fitted maximal effect; nearly all actives have a fitted effect of over 70% in size; inactives centre near 23
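AlphaScreen: HP1-beta (50 nM) preformed 30 min with biotin-H3(1-18)K9me3 peptide (50 nM) in PBS pH 7.4, 0.01% Tween-20. Compound added for 30 min at RT, then streptavidin donor/nickel chelate acceptor beads (10 ug/mL) for 30 min.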
PI4K2A block: inhibitors of human PI4K2A. 0.13% of 420,000 active. activity change, negative = inhibition, % at 76.9 µM. purified PI4K2A, ADP-Glo luminescence, 1 h; hits give low values. Q9BTU6; in the data active means activity change below about -50%; inconclusive means mostly about -30% to -49%;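 further: -100% = wells without enzyme as full effect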
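PI4K2A activity was measured by ADP-Glo luminescence: enzyme (4 ug/mL stock) and phosphatidylinositol (1.2 mM stock) in Tris pH 7.5/MgCl2/EGTA/Triton X-100 buffer were reacted with ATP (300 microM stock) for one hour at ambient temperature.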
ALOX12 inh: blocks human arachidonate 12S-lipoxygenase | Potency, µM (series often up to 108 µM), for inactives: top-dose activity change, negative = inhibition, hits mostly inhibitors | P18054 | AID 1671190 | purified 12hLO, xylenol orange hydroperoxide absorbance | 1.1% of 580,000 active; further: potency means the concentration at half of the fitted maximal effect; on the % scale 0 is the no-effect control and ±100 the full control effect
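Hydroperoxide product was detected by ferrous iron/xylenol orange as the 573 to 405 nm absorbance ratio. Arachidonic acid at 40 uM (final) was turned over for 30 min at room temperature by 150 nM human 12hLO, pH 7.0 Hepes buffer, after 15 min compound preincubation.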
ERG-DNA inh: inhibitors of human ERG Ets domain-DNA interaction | P11308 | fluorescence polarization, His-ERG Ets domain / labelled DNA | Potency, µM (doses to about 76.9 µM), inactives show at the highest dose FP activity, negative = inhibition, actives largely listed as inhibitors | 0.028% of 370,000 active | AID 624246; active means well fitted inhibition curve with a large enough effect in the polarisation, with a control signal flat; inconclusive means small, poorly fitted or top-dose-only effect, or effect the other way, or a change in a side signal; inactive means no such curve, though single readings can be large or run the other way; the % refers to the polarisation;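 further: polarization taken with two DNA probes labelled with fluorescein and Texas red; potency means the concentration at half of the fitted maximal effect; % of control where 0% means no effect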
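His-tagged ERG Ets domain (1 uM in the protein solution; 300mM KCl, 50mM Tris-HCl, 1mM EDTA, 1mM DTT, pH 7.5) received compound, then a probe mix of 5 nM fluorescein-DNA and 100nM Texas-615-DNA. Fluorescence polarization was read for both dyes.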
BAZ2B block: blocks human BAZ2B; AlphaScreen BAZ2B-H3K14Ac peptide displacement; 4.4% of 360,000 active; Potency, µM (doses to about 114 µM), without a hit: top-dose activity change, negative = inhibition, most hits filed as inhibitors; Q9UIF8; further: potency means the concentration at half of the fitted maximal effect; on the % scale 0 is the no-effect control and ±100 the full control effect; nearly all actives have a fitted effect of over 60% in size
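Multi-concentration screen (max 110 uM) measuring displacement of acetylated histone H3 peptide from BAZ2B by AlphaScreen, using 50 nM protein, 50 nM peptide and 10 ug/mL streptavidin donor plus Ni-chelate acceptor beads.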
Active calls of the source: *; ? = inconclusive; · = no result given; [ ] = dose if it differs, or a comment. Unless noted, the call rests on the fitted dose curve; in most records, active means well fitted curve in the direction sought with a large enough effect; inconclusive means small, poorly fitted or top-dose-only effect, or another doubt; inactive means no such curve, though single readings can be large; an effect the other way counts as inactive or inconclusive.

The first 2 records, ahead of the listing:
SMILES	PI4K2A block	RGS4 inhibitor	ALOX12 inh	JMJD2A Tudor inh	HP1b chromo inh	G9a block	GLS inh	ERG-DNA inh	BAZ2B block
CC(C)CCCN1C(N(C)C)=NC[C@@H]1C	5	9%	-6%	-27%	13%	13%[2.33 µM]	3%	4%	1%
CCOc1ccc(S(=O)(=O)N2CCC(C(=O)NCc3cccnc3)CC2)cc1Cl	13	-6%	2%	-7%	22%	9%	-2%	-20%	2%

Main list, from the start:
SMILES	PI4K2A block	RGS4 inhibitor	ALOX12 inh	JMJD2A Tudor inh	HP1b chromo inh	G9a block	GLS inh	ERG-DNA inh	BAZ2B block
CC(C)CCCN1C(N(C)C)=NC[C@@H]1C	5	9%	-6%	-27%	13%	13%[2.33 µM]	3%	4%	1%
CCOc1ccc(S(=O)(=O)N2CCC(C(=O)NCc3cccnc3)CC2)cc1Cl	13	-6%	2%	-7%	22%	9%	-2%	-20%	2%
O=C(NCCCCCCNC(=O)c1cncc(O)c1)c1cncc(O)c1	1	-11%	?	16µM*	16%	71µM*	4%	-6%	50µM*
Cc1cccc(-n2ncc3c(N4CCN(c5ccccc5)CC4)ncnc32)c1	0	7%	-25%	16µM*	108%[activator]	-3%[59 µM]	4%	9%	-7%
COC(=O)C1=C(C)N(C)C(=O)NC1c1c(OC)ccc2ccccc12 (stereo unspecified)	-4	-5%	-1%	-6%	19%	?	1%	2%	1%
COc1ccc2[nH]cc(CCNC(=O)CC[C@H]3O[C@@H](n4cc(C)c(=O)[nH]c4=O)C[C@@H]3O)c2c1	-4	-15%	-1%	-1%	21%	·	12%	-14%	·
Cc1ccc(S(=O)(=O)N2CCN(S(=O)(=O)N(C)C)CC2)c(C)c1	-2	17%	9%	0%	5%	-6%	-7%	·	9%
Cc1ccc(S(=O)(=O)Nc2nc(C)c(C(=O)NNS(=O)(=O)c3cc(C)ccc3C)s2)cc1	2	-8%	-29%	-22%	26%	5%[0.0925 µM]	22%	2%	-37%
CCOc1ccc(NC(=O)CCN2CCN(S(=O)(=O)c3ccc(F)cc3)CC2)cc1	-11	-17%	5%	-8%	27%	-2%	-5%	-10%	?
CCn1cc(C(=O)O)c(=O)c2cc(F)c(N3CCN(S(=O)(=O)c4ccc(NC(C)=O)cc4)CC3)cc21	4	-10%	-19%	?	18%	1%[59 µM]	2%	-3%	?
CCCN1CCN(CCCNC(=O)Cn2cc3c(n2)CCCC3)CC1	-3	22%	201%[activator]	3%	36%	-49%[59 µM]	0%	-15%	7%
Cc1nn(CCCC(=O)NCc2ccco2)c(=O)c2nn(-c3ccccc3)c(C)c12	0	0%[56.9 µM]	2%	-23%	44%[activator]	24%	4%	0%	-4%
COCCNC(=O)C1CCC(=O)N1S(=O)(=O)c1ccc(C)cc1 (stereo unspecified)	-1	24%	7%	-1%	1%	2%	14%	14%	-1%
C=CCn1c(C)cc(C(=O)COC(=O)C2CC(=O)N(Cc3ccccc3)C2)c1C (stereo unspecified)	-3	-19%	-6%	-30%	?	-15%	1%	-5%	?
CCCn1c(=N)n(CC(O)COc2cccc(C)c2)c2ccccc21 (stereo unspecified)	3	-25%	-7%	-21%	9%	59%[activator][59 µM]	-6%	8%	?
O=C(O)CCS(=O)(=O)c1cccc2cccnc12	-6	22%	-6%	-1%	2%	?	1%	5%	-4%
CC1=NN(C(=O)c2csc(C(C)C)c2)C(O)(C(F)(F)F)C1 (stereo unspecified)	-2	2%	7%	1%	58%	41%	2%	-14%	9%
Cc1cccc2cc(C3CC(c4ccco4)=NN3S(C)(=O)=O)c(Cl)nc12 (stereo unspecified)	2	14%	?	-29%	-20%	·	-5%	9%	-33%
NC(=O)COC(=O)/C=C/c1cccc(Br)c1	-3	-33%	0%	-7%[57.1 µM]	35%[activator]	16%	10%	-1%	-1%
CCc1cc2c3c([nH]c2cc1S(=O)(=O)N1CCC2(CC1)OCCO2)CCCC3=O	-1	-2%	6%	-15%	25%	-4%	-2%	2%	-14%[57.1 µM]
O=C(OCc1nnc(-c2ccccc2)o1)c1cc([N+](=O)[O-])ccc1Cl	0	2%	-8%	-9%	11%	3%	-18%	-4%	-11%
CCCN1CCN(CCCNC(=O)C(CC)n2nc(C)c3sc4ccccc4c3c2=O)CC1 (stereo unspecified)	-2	1%[11.4 µM]	-2%	-13%	62%[activator]	20%	-4%	-16%	-15%
Cc1ccc(C)c(CNC(=O)c2ccc3c(c2)nc2n3CCCCC2)c1	-2	-42%	2%	-1%	30%[57 µM]	-21%[59 µM]	?	2%	-3%
CCc1ccc(N(CC(=O)NC2CCCCC2)C(=O)CCC(=O)Nc2ccccn2)cc1	-2	1%	-16%	-6%	9%	14%	0%	-4%	-1%
O=C(N/N=C/c1cc([N+](=O)[O-])cc([N+](=O)[O-])c1O)/C(=C\c1cccs1)NC(=O)c1ccccc1	6	6%	16µM*	?	-24%	?	21%	-1%	?
O=C(c1ccc(NC(=S)NCc2ccco2)cc1)N1CCOCC1	-4	12%	-12%	-7%	10%	45µM*	3%	10%	-18%
Cc1n[nH]c(C)c1Cc1c(F)cccc1Cl	3	-9%	0%	-26%	24%	8%	-4%	4%	-21%
O=C(NCc1ccccc1Cl)C1CCCN(S(=O)(=O)c2cccc3nonc23)C1 (stereo unspecified)	-2	-11%	1%	-1%	41%[activator]	4%	-9%	-1%	13%
COCCCn1c(SCC(=O)Nc2nnc(C)s2)nnc1-c1ccoc1C	3	-11%	?	-7%	58%[activator]	-11%	8%	1%	6%
COc1cccc(OCc2cc(C(=O)N3CCN(C4CCCCC4)C(=O)C3)no2)c1	-1	-18%	-7%	-3%	29%	-11%	-6%	1%	-21%

Some of these compounds in order of SMILES length, ascending.
SMILES	PI4K2A block	RGS4 inhibitor	ALOX12 inh	JMJD2A Tudor inh	HP1b chromo inh	G9a block	GLS inh	ERG-DNA inh	BAZ2B block
Cc1n[nH]c(C)c1Cc1c(F)cccc1Cl	3	-9%	0%	-26%	24%	8%	-4%	4%	-21%
O=C(NCc1ccccc1Cl)C1CCCN(S(=O)(=O)c2cccc3nonc23)C1 (stereo unspecified)	-2	-11%	1%	-1%	41%[activator]	4%	-9%	-1%	13%
COc1cccc(OCc2cc(C(=O)N3CCN(C4CCCCC4)C(=O)C3)no2)c1	-1	-18%	-7%	-3%	29%	-11%	-6%	1%	-21%

(cont.)
SMILES	PI4K2A block	RGS4 inhibitor	ALOX12 inh	JMJD2A Tudor inh	HP1b chromo inh	G9a block	GLS inh	ERG-DNA inh	BAZ2B block
COC(C[C@@H]1O[C@H]1[C@@H](O)[C@@H](C)OCc1ccccc1)OC	-3	-5%	7%	1%	25%	32%[59 µM]	4%	-5%	5%
CN(CC(=O)NCc1ccncc1)S(=O)(=O)c1ccccc1	-1	-3%	-18%	-8%	12%	-6%[59 µM]	20%	·	3%
Cc1nc(Cl)c(S(N)(=O)=O)c(C)c1Cl	9	29%	-6%	-21%	42%[activator]	-26%	0%	1%	-9%
O=C(Sc1ccc(Cl)cc1)c1ccccn1	2	-22%	2.8µM*	?	57%[activator]	·	-4%	21%	·
CN(C)/C=N/NC(=O)c1ccccc1Cl	0	-5%	158%[activator]	15%	44%[activator]	·	14%	-4%	0%
O=C(Oc1ccc(Br)cc1)C1CCN(C2=NS(=O)(=O)c3ccccc32)CC1	0	11%	-1%	-26%	10%	?	3%	3%	9%
COCC1CCCN(C(=O)c2ccc3oc(CCCc4ccccc4)nc3c2)C1 (stereo unspecified)	-5	7%	0%	-16%	32%	-17%	6%	4%	-17%
Cc1ccc(NC(=O)c2cc(S(=O)(=O)N3CCOCC3)ccc2F)c(C)c1	-1	-9%	-8%	-19%	34%	4%[59 µM]	0%	-3%	6%
COc1ccc(N2CC(NC(=O)/C=C\c3ccc4c(c3)OCO4)CC2=O)cc1 (stereo unspecified)	-1	-7%	2%	-19%	-9%	11%[59 µM]	0%	-5%	0%
CCc1ccc(-c2nc3c(c(SCc4ccc(F)cc4)n2)Cc2c(CO)cnc(C)c2O3)cc1	1	-6%	0%	-17%	7%	-30%[59 µM]	7%	-5%	-22%
CCOc1ccc(C2=NC(c3ccc(OC)cc3)=Nc3ccc(Cl)cc3N2)cc1	-1	-18%	0%	-31%	5%	-8%[59 µM]	3%	-3%	-12%
C[C@H]1C=C(C(=O)N2CCOCC2)O[C@@H](OCc2ccc(CO)cc2)C1	-4	11%	?	-1%	22%	-16%[59 µM]	2%	5%	-3%

Random excerpt: two compounds from above, in no set order.
SMILES	PI4K2A block	RGS4 inhibitor	ALOX12 inh	JMJD2A Tudor inh	HP1b chromo inh	G9a block	GLS inh	ERG-DNA inh	BAZ2B block
C[C@H]1C=C(C(=O)N2CCOCC2)O[C@@H](OCc2ccc(CO)cc2)C1	-4	11%	?	-1%	22%	-16%[59 µM]	2%	5%	-3%
O=C(Sc1ccc(Cl)cc1)c1ccccn1	2	-22%	2.8µM*	?	57%[activator]	·	-4%	21%	·

Assay outcomes: PubChem, National Center for Advancing Translational Sciences (NCATS)

These rows are one share of the data (hit frequency here may not be typical).
